Source: PubChem BioAssay
B2AR arrestin: recruits beta-arrestin to the human beta2-adrenergic receptor. Potency, µM (titrated, usually from 46.1 µM), inactives show top-dose activation, hits mostly activators. hit rate 0.02% among 330,000. beta-arrestin recruitment to beta2AR, cell-based reporter. AID 492947;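 also: potency is read from the fitted curve at half-maximal effect; 0% = DMSO controls and full agonism = EC100 isoproterenol or metaproterenol; nearly all actives have a fitted effect of over 65% in size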
Eya2 phos inh: Eya2 (human) phosphatase inhibition; O00167; recombinant Eya2, OMFP fluorescence dephosphorylation (OMFP is methylfluorescein phosphate); Potency, µM (doses to about 76.9 µM), inactives show at the top dose activity, negative = inhibition, actives largely listed as inhibitors; hit rate 0.006% among 330,000; AID 488837; also: potency is read from the fitted curve at half-maximal effect; % is scaled to controls: 0 for no effect and ±100 for the full control effect
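Eya2 (0.2 uM) preincubated 10 min at ambient with compound, then OMFP substrate added at 50 uM; 10 min reaction in 50 mM HEPES pH 7.5, 50 mM NaCl, 5 uM MgCl2, 0.05% BSA, 1 mM DTT. Fluorescence read at Ex 485/Em 525 nm.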
USP2a block: USP2a (human) protease inhibition; O75604; USP2 core, Ub-CHOP2 coupled fluorogenic reporter, 485/531; Potency, µM (top dose mostly 38.3 µM), for inactives: at the top dose activity change, negative = inhibition, most hits filed as inhibitors; hit rate 0.01% among 330,000;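 also: potency is read from the fitted curve at half-maximal effect; plate controls were DMSO wells for no effect and full inhibition by NEM control for full effect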
Target sequence (O75604 whole entry, looked up): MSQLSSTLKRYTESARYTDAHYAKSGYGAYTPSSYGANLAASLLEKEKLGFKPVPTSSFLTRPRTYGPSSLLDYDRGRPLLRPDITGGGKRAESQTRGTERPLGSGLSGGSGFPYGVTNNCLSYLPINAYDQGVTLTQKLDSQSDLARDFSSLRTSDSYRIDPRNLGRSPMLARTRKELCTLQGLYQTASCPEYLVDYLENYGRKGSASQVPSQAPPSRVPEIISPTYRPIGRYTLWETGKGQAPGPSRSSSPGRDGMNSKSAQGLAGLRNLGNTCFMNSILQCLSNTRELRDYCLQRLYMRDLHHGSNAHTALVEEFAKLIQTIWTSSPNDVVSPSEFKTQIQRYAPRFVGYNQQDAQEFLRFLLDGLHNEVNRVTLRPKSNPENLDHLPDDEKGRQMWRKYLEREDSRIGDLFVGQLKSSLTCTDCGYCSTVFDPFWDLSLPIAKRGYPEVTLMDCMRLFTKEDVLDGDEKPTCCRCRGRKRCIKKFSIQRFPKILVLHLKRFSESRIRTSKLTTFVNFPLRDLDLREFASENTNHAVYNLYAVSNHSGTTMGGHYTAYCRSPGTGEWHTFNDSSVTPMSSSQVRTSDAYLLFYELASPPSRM
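Deubiquitinase activity read as fluorescence (485/531 nm) after Ub-CHOP2 cleavage activates the enterokinase reporter on its substrate; USP2 core 10nM, Ub-CHOP2 and substrate 25nM each, 30min compound preincubation then 60min RT; data normalized to NEM, curves fitted.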
TSHR antag: human thyrotropin receptor antagonism; P16473; TSHR-expressing cells, TSH-stimulated cAMP HTRF, 2 h; active compounds read low; activity change, negative = inhibition, % at 11.5 µM; hit rate 0.2% among 330,000;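 active = activity change below a set negative limit, meaning inhibition stronger than a set level, cut at about -70% in these data; inconclusive = activity change between two set negative limits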; also: % is scaled to controls: 0 for no effect and ±100 for the full control effect
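Cell-based HTRF cAMP assay; TSHR cells + compound, TSH EC80 (4nM final), 2 h, 37 deg C. Lysis with anti-cAMP cryptate and cAMP-d2, 30 min RT, read 665/620 nm.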
Mito fusion act: mitochondrial division inhibition or fusion activation | S. cerevisiae fusion-defective mutant growth rescue, CellTiterGlo 48 h | Potency, µM (highest dose often 46.1 µM), for the others: at the top dose growth rescue (activation), hits mostly activators | hit rate 0.23% among 320,000 | AID 485298;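 also: potency is read from the fitted curve at half-maximal effect; % of control where 0% means no effect; nearly all actives have a fitted effect of over 45% in size; temperature-sensitive fusion mutants such as fzo1-1 at 37 °C on non-fermentable ethanol glycerol medium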
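S. cerevisiae fusion-defective temperature-sensitive mutants (e.g. fzo1-1, mgm1-5) grown 48 h at 37C in YPEG (ethanol/glycerol non-fermentable) medium with 23 nl compound per well; growth rescue read as CellTiterGlo luminescence.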
uPA generation: inhibitors of cell surface uPA generation | cell surface uPA generation assay, qHTS | hit rate 0.31% among 330,000 | Potency, µM (series often up to 38.3 µM), for the others: at the top dose activity change, negative = inhibition, most hits filed as inhibitors; active = well fitted inhibition curve with a large enough effect; inconclusive = small, poorly fitted or top-dose-only effect; inactive = no such curve, though single readings can be large or run the other way; tested in mouse RAW 264.7 cells; also: potency is read from the fitted curve at half-maximal effect; % is scaled to controls: 0 for no effect and ±100 for the full control effect; nearly all actives have a fitted effect of over 55% in size
TCR act: activators of T cell receptors. primary human leukocytes, anti-CD3, IL-2 HTRF, 48 h. Potency, µM (highest dose often 9.22 µM), inactives show at the top dose activation of IL-2 secretion, most hits filed as activators. 330,000 tested, under 10 active. AID 504894; also: % of control where 0% means no effect
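IL-2 produced over 48 hr by a-CD3 bead-stimulated primary human leukocytes exposed to compounds was detected with a homogeneous time-resolved FRET immunoassay, 665nm acceptor signal after 320nm excitation.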
BCR signal inh: chronic active BCR signaling inhibition; ABC-DLBCL IkBa-CBG/CBR reporter, luminescence ratio, 4 h; Potency, µM (highest dose often 46.1 µM), for the others: at the top dose ratio change, negative = lower green/red ratio, hits mostly inhibitors; hit rate 0.05% among 340,000; AID 493014; active = well fitted inhibition curve with a large enough effect in the signal ratio, with a control signal flat, not every such curve was filed as active; inconclusive = small, poorly fitted or top-dose-only effect, or effect the other way, or a change in a side signal; the % refers to the signal ratio;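 also: potency is read from the fitted curve at half-maximal effect; plate controls were basal doxycycline-induced cells for no effect and cells given 10 µM MG132 for full effect; MG132 reads +100%, hits lower the ratio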
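Concentration-response series (up to 46 uM) were applied to TMD8 dual-reporter cells for 4 h at 37C with doxycycline. Green/red ratio, after filter-overlap correction, defined %Activity; red signal alone was normalised to basal cells and zero luminescence.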
Tb PFK block: blocks T. brucei phosphofructokinase. O15648. T. brucei PFK, ADP-Glo luminescence. Potency, µM (highest dose often 57.5 µM), without a hit: at the highest dose activity, negative = inhibition, hits mostly inhibitors. hit rate 0.17% among 330,000;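 also: potency is read from the fitted curve at half-maximal effect; 0% = uninhibited 1x PFK enzyme wells and -100% = no-enzyme wells; nearly all actives have a fitted effect of over 60% in size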
Target sequence (O15648 whole entry, looked up): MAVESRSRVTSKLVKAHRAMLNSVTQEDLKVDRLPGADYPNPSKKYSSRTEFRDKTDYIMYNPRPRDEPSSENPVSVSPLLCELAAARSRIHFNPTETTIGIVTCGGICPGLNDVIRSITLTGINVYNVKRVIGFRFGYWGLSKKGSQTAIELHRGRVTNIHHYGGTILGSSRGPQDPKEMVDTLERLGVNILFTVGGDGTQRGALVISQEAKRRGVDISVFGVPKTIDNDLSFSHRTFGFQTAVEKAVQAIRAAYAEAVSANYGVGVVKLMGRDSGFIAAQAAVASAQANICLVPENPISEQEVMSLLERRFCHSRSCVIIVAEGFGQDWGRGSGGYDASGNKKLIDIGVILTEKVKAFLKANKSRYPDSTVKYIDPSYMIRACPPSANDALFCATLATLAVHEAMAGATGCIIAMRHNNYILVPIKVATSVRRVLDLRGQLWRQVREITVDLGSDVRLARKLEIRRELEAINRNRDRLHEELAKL
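In TEA buffer at pH 8.0 with 5 mM MgCl2, enzyme (1.25 nM) converted F6P (0.5 mM) and ATP (0.1 mM) for 45 min at room temperature. ADP product was read by luciferase luminescence.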
TSG101-PTAP inh: blocks PTAP/TSG101 interaction to inhibit HIV-1 budding; Q99816; Potency, µM (titrated, usually from 115 µM), for the others: at the highest dose activity change, negative = inhibition, actives largely listed as inhibitors; Fluorescence polarization, FITC-PTAP peptide / Tsg101 binding; 340,000 tested, under 10 active; active = well fitted inhibition curve with a large enough effect in the main read-out, with a control signal flat, not every such curve was filed as active; inconclusive = small, poorly fitted or top-dose-only effect, or effect the other way, or a change in a side signal; inactive = no such curve, though single readings can be large or run the other way; also: potency is read from the fitted curve at half-maximal effect; % of control where 0% means no effect
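Tsg101 binding domain (10 uM final) was mixed with compound and a FITC-labeled PTAP peptide (50 nM final) in HEPES pH 7.5 buffer with NaCl, Tween 20, EDTA and TCEP; fluorescence polarization was read after 20 min at r.t.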
ELG1 DNA repair: ELG1-dependent DNA repair inhibition; HEK293T ELG1-luciferase reporter, luminescence, 16 h; DNA damage induced by 5-fluorouridine; Potency, µM (doses to about 46.1 µM), inactives show at the top dose activity change, negative = inhibition, usual class: inhibitors; hit rate 2.3% among 330,000; AID 504467; also: potency is read from the fitted curve at half-maximal effect; % is scaled to controls: 0 for no effect and ±100 for the full control effect; nearly all actives have a fitted effect of over 55% in size
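HEK293T cells expressing luciferase-tagged ELG1 (2,000/well) received 5-Fluorouridine plus compound or DMSO for 16 hr at 37 °C. Luciferase was read by ONE-Glo luminescence after 30 min at room temperature.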
Active calls of the source: *; u = inconclusive; x = not tested or not shown; & = joins results of further samples; [ ] = dose if it differs, or a comment. Unless noted, calls follow the shape of the dose curve; as a rule, active = well fitted curve in the direction sought with a large enough effect; inconclusive = small, poorly fitted or top-dose-only effect, or another doubt; inactive = no such curve, though single readings can be large; an effect the other way counts as inactive or inconclusive. Rows are unselected. About 3% of those tested had a hit in this group.

SMILES	B2AR arrestin	Eya2 phos inh	USP2a block	TSHR antag	Mito fusion act	uPA generation	TCR act	BCR signal inh	Tb PFK block	TSG101-PTAP inh	ELG1 DNA repair
CCOC(=O)c1c(NC(=O)CSc2nncs2)sc(C)c1C	0.1%	4%	1%	-10	-1%	-10%	1%	0%	2%	-5%	15%
CC(C(=O)Nc1ccc2c(c1)OCCO2)n1nnc(-c2ccccc2)n1 (configuration not stated)	0.1%	-5%	-9%	-3	0%	10%	1%	-1%	1%	-8%	-11%
COc1ccc(NC(=O)c2cc(-c3ccccc3O)n[nH]2)cc1Cl	6.1%	-5%	2%	-6	1%	-3%	-7%	u	-1%	-1%	u
C=CC12C=CC=CN1C(C(=O)OC)=C(C(=O)OC)C(C(=O)OC)=C2C(=O)OC (configuration not stated)	0.0%	-2%	1%	-4	2%	-3%	-5%[46.1 µM]	1%	0%	0%	-19%
COC(=O)[C@]1(Cc2ccccc2)N[C@H](CN(C)S(=O)(=O)c2ccc(OC)cc2)[C@@H]2C(=O)N(C)C(=O)[C@@H]21	-0.6%	7%	2%	-11	x	-1%	-6%	1%	-2%	-6%	-13%
NC(=O)C1CCN(c2nc(-c3ccccc3N)cs2)CC1	0.0%&0.1%	7%&-20%	1%&2%	-17&-1	6%	-7%	1%	u	-9%&8%	1%	13%
Cc1ccc(S(=O)(=O)NC(=NC2CCCCC2)c2ccc(Cl)cc2)cc1	-0.3%	-13%	-6%	-4	-7%	1%	-2%	0%	1%	0%	8%
COC(=O)COc1ccc(C2Nc3c(Cl)ccc(C(=O)O)c3C3C=CCC32)cc1 (configuration not stated)	-0.3%	7%	3%	-9	-3%	-2%	-1%	0%	u	-6%	1%
COc1ccc(C(=O)N/N=C/c2ccc3cccc(O)c3n2)cc1	-0.3%	-11%	2%	6	-7%	-1%	x	u	10%	-2%	u
O=C(CCc1ccccc1)NC(NC(=S)Nc1ccc(Cl)cc1)C(Cl)(Cl)Cl (configuration not stated)	-0.2%	-22%	0%	-22	-2%	-3%	9%	-21%	2%	1%	0%
COc1ccc(CC(=O)O/N=C(\N)Cc2ccc([N+](=O)[O-])cc2)cc1	-0.4%	-7%	1%	-14	1%	4%	4%	0%	-10%	0%	-3%
Cn1c(=O)c(=O)n(C)c2cc(N3CCCCC3)c(NS(=O)(=O)c3ccc(Br)cc3)cc21	-0.6%	-4%	-3%	-23	-7%	-17%	-7%	-1%	6%	-9%	x
CCOc1ccc(OCCOc2ccc(/C=C/C(=O)O)cc2OCC)cc1	-0.6%	-7%	0%	-8	8%	5%	-5%	11%	2%	-1%	-2%
COc1c(Cl)cc(Cl)cc1C(=O)Nc1ccc(CN2CCOCC2)cc1	-0.1%	0%	2%	5	3%	-22%	-2%	1%	0%	-7%	-19%
O=C(C1CCCCC1)N1CCCc2ccccc21	0.0%	2%	4%	-22	3%	1%	3%	6%	-4%	1%	u
CC1CCCCC1NC(=O)c1ccc2c(c1)OCCO2 (configuration not stated)	-0.3%	8%	3%	10	1%	5%	6%	u	-2%	-3%	u
Cc1ccc(CN2CCN(Cc3cnc(N4CCOCC4)s3)CC2CCO)o1 (configuration not stated)	0.2%	1%	3%	0	6%	-5%	-7%	5%	-3%	1%	3%
COc1ccc(-n2c(SCC(=O)N(C)C3CCS(=O)(=O)C3)nc3ccc(O)cc3c2=O)cc1OC (configuration not stated)	-0.8%	2%	0%	-4	x	0%	0%	1%	-7%	3%	0%
S=C(Nc1cccc(Cl)c1Cl)Nn1cnnc1	-0.2%	-7%	0%	17	12%	-1%	-5%[46.1 µM]	-2%	0%	-2%	-4%
NC(=O)C1CCN(Cc2cccc(OCc3ccccc3)c2)CC1	-0.1%	-20%	-11%	30	11%	0%	x	u	-15%	-1%	7%
O=C(CNC(=O)C1CCCCC1)Nc1ccccc1Cl	0.1%	1%	4%	-2	-1%	-4%	10%[46.1 µM]	6%	0%	-2%	2%
Cn1c(SCc2ccc([N+](=O)[O-])cc2)nnc1-c1ccncc1	-0.9%	-7%	-1%	-3	3%	-10%	-6%	0%	-14%	-1%	1%
CCCc1nnc(SCC(=O)Nc2ccccc2Cl)n1CC1CCCO1 (configuration not stated)	-0.5%	8%	1%	24	8%	0%	2%	-5%	-23%	-9%	1%
Cc1ccc(N(CC(=O)N2CCc3ccccc32)S(=O)(=O)c2cccs2)cc1	-0.1%	9%	1%	-6	6%	4%	-42%	7%	-8%	0%	-11%
Cc1n[nH]c(=O)c2c(NC(=O)CSc3nnc(-c4ccncc4)n3C)oc(C)c12	-0.7%	7%	1%	-4	1%	6%	7%	-7%	0%	-3%	-4%
CCOc1ccc(Br)cc1S(=O)(=O)Nc1ccc(NC(=O)c2ccccc2F)cc1	0.4%	-1%	5%	0	-2%	5%	-3%[46.1 µM]	u	10%	-6%	-13%
CCN1CCN(S(=O)(=O)Cc2ccccc2)CC1	-0.5%	9%	1%	8	-4%	1%	0%	17%	0%	-1%	5%
CCCc1cc(C(=O)Nc2cccc(C(C)=O)c2)no1	-0.9%	-8%	3%	-8	-6%	-20%	-3%	u	3%	-3%	u
CCOC(=O)COc1ccc2c(c1)C(=O)CC1(CCCCC1)O2	-0.1%	-7%	-1%	-6	0%	x	5%	27%	3%	-2%	1%
Cc1cc(-c2nnc(SCC(=O)Nc3cccc(C)c3C)n2N)n[nH]1	0.2%	11%	1%	1	1%	4%	-7%	-3%	2%	4%	20%

Of the compounds above, 10 contain a halogen:
SMILES	B2AR arrestin	Eya2 phos inh	USP2a block	TSHR antag	Mito fusion act	uPA generation	TCR act	BCR signal inh	Tb PFK block	TSG101-PTAP inh	ELG1 DNA repair
COc1ccc(NC(=O)c2cc(-c3ccccc3O)n[nH]2)cc1Cl	6.1%	-5%	2%	-6	1%	-3%	-7%	u	-1%	-1%	u
Cc1ccc(S(=O)(=O)NC(=NC2CCCCC2)c2ccc(Cl)cc2)cc1	-0.3%	-13%	-6%	-4	-7%	1%	-2%	0%	1%	0%	8%
COC(=O)COc1ccc(C2Nc3c(Cl)ccc(C(=O)O)c3C3C=CCC32)cc1 (configuration not stated)	-0.3%	7%	3%	-9	-3%	-2%	-1%	0%	u	-6%	1%
O=C(CCc1ccccc1)NC(NC(=S)Nc1ccc(Cl)cc1)C(Cl)(Cl)Cl (configuration not stated)	-0.2%	-22%	0%	-22	-2%	-3%	9%	-21%	2%	1%	0%
Cn1c(=O)c(=O)n(C)c2cc(N3CCCCC3)c(NS(=O)(=O)c3ccc(Br)cc3)cc21	-0.6%	-4%	-3%	-23	-7%	-17%	-7%	-1%	6%	-9%	x
COc1c(Cl)cc(Cl)cc1C(=O)Nc1ccc(CN2CCOCC2)cc1	-0.1%	0%	2%	5	3%	-22%	-2%	1%	0%	-7%	-19%
S=C(Nc1cccc(Cl)c1Cl)Nn1cnnc1	-0.2%	-7%	0%	17	12%	-1%	-5%[46.1 µM]	-2%	0%	-2%	-4%
O=C(CNC(=O)C1CCCCC1)Nc1ccccc1Cl	0.1%	1%	4%	-2	-1%	-4%	10%[46.1 µM]	6%	0%	-2%	2%
CCCc1nnc(SCC(=O)Nc2ccccc2Cl)n1CC1CCCO1 (configuration not stated)	-0.5%	8%	1%	24	8%	0%	2%	-5%	-23%	-9%	1%
CCOc1ccc(Br)cc1S(=O)(=O)Nc1ccc(NC(=O)c2ccccc2F)cc1	0.4%	-1%	5%	0	-2%	5%	-3%[46.1 µM]	u	10%	-6%	-13%
